Bioassay records deposited in PubChem BioAssay by Columbia University Molecular Screening Center.
mHtt clearance: compounds clearing mutant huntingtin protein; inhibition, % at 1.5 µM; AID 853; actives 0.42% (n = 47,000); HeLa Exon1htt(103Q)mCFP, aggregate imaging; zero = plate's median compound well;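 active means inhibition of aggregate fluorescence above about 70%, also judged a hit by eye on the cell image, limit read from the data, passing the limit was not always enough; inconclusive means no rule stated for this call; inactive means not judged a hit on image review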;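 further: cells exposed to compound for three days before fixation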
mHtt clearance grain fraction: recorded beside mHtt clearance, whose call it bears; fraction fluorescence in grains; measured here: aggregate grain fluorescence fraction; stronger effect = lower value;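 scaled fraction of total cell fluorescence in grains with unit not stated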
* marks the source's active call; other numbers are inactive results; u = inconclusive; x = not tested or not shown. A portion of the library; rates above refer to the full screens.

Results follow in this order: mHtt clearance	mHtt clearance grain fraction
> COc1ccc(C)cc1N(C(=O)CNC(=O)c1ccco1)C(C(=O)NC1CCCC1)c1cccnc1 (centres undefined)
    2	33
> CCN(CC)CCn1c(NCc2cc(OC)ccc2OC)nc2ccccc21
    -35	24
> COc1cc(C(=O)NCc2nnc(SCC(=O)NCc3ccccc3)o2)cc(OC)c1OC
    -2	24
> CC(OCc1ccccc1)C(NC(=O)OC(C)(C)C)C(=O)NCC1CCCO1 (centres undefined)
    -31	49
> O=C1N=C(N2CCCCC2)SC1=C1CCCC1
    17	31
> Cc1cccc(-c2cc3nc(-c4ccccc4)cc(N4CCC5(CC4)OCCO5)n3n2)c1
    10	16
> O=C(OCC(=O)N1CCN(C(=O)c2ccco2)CC1)c1sc2cc(F)ccc2c1Cl
    -23	24
> CC(C)c1ccc(S(=O)(=O)c2n[nH]n3c2nc(=O)c2ccccc23)cc1
    -6	20
> O=C(c1cc2ccccc2oc1=O)N1CCN(c2ccc(N3CCOCC3)nn2)CC1
    35	20
> O=C(c1ccco1)N1CCN(C(=O)C(Sc2ccccc2)c2ccccc2)CC1 (centres undefined)
    28	12
> COc1ccc(CCNC(=O)c2nn(C)cc2Cl)cc1
    5	17
> CCn1c2ccccc2c2nnc(SCC(=O)Nc3cc(C)on3)nc21
    20	29
> COc1cc(OC)cc(C(=O)NCCNC(=O)c2ccco2)c1
    6	18
> CCc1c(C)[nH]c2ccc(C)cc2c1=O
    -56	31
> O=C(c1ccccc1)c1ccc(Oc2ncccn2)cc1
    -28	46
> CC1SC(=NC(=O)c2ccco2)NC1=O (centres undefined)
    -29	44
> COc1cccc(-n2c(SCC(=O)NCCC3=CCCCC3)nc3n[nH]c(C)c3c2=N)c1
    -42	52
> CC(=O)NCCn1c(SCC(=O)NCCC(C)C)nc2ccccc2c1=O
    -19	45
> COC(=O)C(NC(C)=O)(Nc1sc2c(c1C(N)=O)CCCC2)C(F)(F)F (centres undefined)
    -22	28
> CCCN(CCC)CCCNC(=O)c1ccc2c(c1)N(CC)C(=O)c1ccccc1S2=O (centres undefined)
    35	24
> CCn1c(Cn2nnc(-c3ccccc3)n2)nnc1SCC(=O)Nc1cccc(C)c1C
    22	30
> O=C(CSc1nc2ccccc2c(=O)n1NC(=O)Cc1ccccc1)NCc1ccco1
    46	20
> O=C(CCCN1C(=O)c2ccccc2C1=O)Nc1ccccc1C(=O)N1CCOCC1
    31	12
> Cc1nnc(NC2=NCCC2)s1
    u	x
> Cc1noc(C)c1S(=O)(=O)N(CC(=O)N1CCn2c1nc1ccccc12)c1ccc(C(C)C)cc1
    -11	58
> CCCc1cc(C(=O)Nc2sc3c(c2C(=O)OCC)CCCC3)no1
    -5	34
> CCc1ccccc1N1C[C@@]23C=C[C@@H](O2)C(C(=O)OCC(C)C)[C@H]3C1=O (some centres undefined)
    18	29
> O=C(CCn1c(=S)[nH]c2cc3c(cc2c1=O)OCO3)N1CCN(C2CCCCC2)CC1
    -35	27
> Cc1nc2sc(C(c3cccs3)N3CC(C)CC(C)C3)c(O)n2n1 (centres undefined)
    61	12
> CC(=O)NS(=O)(=O)c1ccc(NC(=S)NC(=O)C(C)(C)C)cc1
    66	7.4
> O=C(CSc1nc(-c2ccccc2)cs1)NC(=O)NCc1ccco1
    -63	30
> Cc1c(NC(=O)c2ccccc2NS(=O)(=O)c2ccc(Br)cc2)c(=O)n(-c2ccccc2)n1C
    27	29
> Cc1cc(NC(=O)C2CCCN2C(=O)Nc2c(C)cccc2C)ccc1-n1cnnn1 (centres undefined)
    20	15
> COc1ccc(Oc2cn[nH]c2-c2ccc(O)cc2O)cc1
    -22	53
> O=C(CC(=O)N1CCN(c2ccccn2)CC1)Nc1ccc2nc3n(c(=O)c2c1)CCCCC3
    -84	62
> O=C(O)c1cc(NCc2ccc3c(c2)OCO3)ccc1N1CCOCC1
    -10	21
> CCOCc1cc(C)[nH]c(=O)c1C#N
    -26	46
> Cc1cccc(CS(=O)(=O)Cc2ccc(C(=O)NCCCN3CCOCC3)o2)c1
    -43	48
> CC1=C(C(N)=O)C(c2cccs2)n2nc(-c3cccc(Cl)c3)nc2N1 (centres undefined)
    -48	60
> Cc1[nH]nc(N2CCCCCC2)c1[N+](=O)[O-]
    3	39

Among those listed so far, three contain a Cl atom.
Results follow in this order: mHtt clearance	mHtt clearance grain fraction
> O=C(OCC(=O)N1CCN(C(=O)c2ccco2)CC1)c1sc2cc(F)ccc2c1Cl
    -23	24
> COc1ccc(CCNC(=O)c2nn(C)cc2Cl)cc1
    5	17
> CC1=C(C(N)=O)C(c2cccs2)n2nc(-c3cccc(Cl)c3)nc2N1 (centres undefined)
    -48	60

New compounds follow:
Results follow in this order: mHtt clearance	mHtt clearance grain fraction
> Cn1c(=O)[nH]c(=O)c2c1nc(CN(Cc1ccccc1)Cc1ccccc1)n2CCN1CCOCC1
    -13	25
> COc1ccc(N(CC(=O)NCCC2=CCCCC2)S(C)(=O)=O)cc1
    19	19
> Cc1ccc(S(=O)(=O)NCC(=O)NCc2ccncc2)cc1
    51	9.3
> Cc1ccc(NC(=O)c2noc3c2CCCCC3)cc1
    -46	59
> COc1ccc(CCNS(=O)(=O)c2ccc3oc(C(=O)O)c(C)c3c2)cc1OC
    39	28
> CC1(C)CC(=S)Nc2ccccc2S1
    -45	26
> COc1ccc(-c2nc(-n3c(C)c(C(C)=O)c(C(C)=O)c3C)sc2C)cc1
    -32	50
> Cc1ccccc1C(=O)N1CCN(c2ccccn2)CC1
    -4	21
> CC(C)(C)c1cnnn1-c1ccc(-c2csc(N)n2)cc1
    0	43
> O=C(O)CCCc1nc(-c2ccccc2)no1
    -2	20
> COc1ccc(C2Oc3ccccc3C3=C2C(c2cccs2)n2ncnc2N3)cc1 (centres undefined)
    14	24
> COc1ccc(C2C(C(=O)Nc3cc(C)on3)c3ccccc3C(=O)N2C)cc1 (centres undefined)
    12	30
> CCN(C1CCCCC1)S(=O)(=O)c1ccc(S(=O)(=O)NCc2ccncc2)cc1
    -119	46
> CCOC(=O)N1CCN(c2c(N3CCN(c4cc(C)ccc4C)CC3)c(=O)c2=O)CC1
    8	38
> COc1ccc(CCNc2oc(-c3ccccc3OC)nc2C#N)cc1
    7	17
> CS(=O)(=O)n1nc(OC(=O)c2cccc3ccccc23)cc1N
    -32	52
> O=C(CCN1CCOCC1)Nc1c(-c2ccccc2)c2cc(Br)ccc2[nH]c1=O
    14	16
> Cc1cc2ncn(CCOc3ccccc3)c2cc1C
    28	29
> CS(=O)(=O)N1CCN(C(=O)c2ccccc2)C1
    -120	38
> Cc1cc(NC(=O)CCC(=O)N(CC2CCCO2)C(C(=O)NC2CCCC2)c2cccnc2)no1 (centres undefined)
    26	29

Overlap with the part before: 2 compounds, then new ones.
Results follow in this order: mHtt clearance	mHtt clearance grain fraction
> CS(=O)(=O)N1CCN(C(=O)c2ccccc2)C1
    -120	38
> Cc1cc(NC(=O)CCC(=O)N(CC2CCCO2)C(C(=O)NC2CCCC2)c2cccnc2)no1 (centres undefined)
    26	29
> Cc1ccc(NC(=S)N2CCN(C(=O)C3CCCO3)CC2)c(C)c1 (centres undefined)
    -41	53
> COc1ccc2nnc(-c3ccccc3)n2n1
    -4	18
> O=C(COC(=O)Cc1cccs1)Nc1ccccc1
    -6	21
> O=C1CCC([N+](=O)[O-])C(c2ccccc2Cl)N1 (centres undefined)
    -64	62
> Cc1cc(NC(=O)c2ccccc2Cl)no1
    28	29
> CC(C)C1CC(=O)NC(SCC(=O)Nc2ccc(Br)cc2)=C1C#N (centres undefined)
    -23	40
> O=C(c1cccc2ccccc12)N1CCC(N2CCN(c3ccccc3)CC2)CC1
    -66	58
> Fc1ccc(Sc2cc(Cl)c(-c3ccccc3)nn2)cc1
    8	27
> O=C(CN1CCC(c2nc3ccccc3[nH]2)CC1)NCc1ccc2c(c1)OCO2
    -55	34
> O=C(NCc1ccco1)c1sc2cc(F)ccc2c1Cl
    -51	28
> CCC(C)C(NC(=O)C(C)NC(=O)CNC(=O)CNC(=O)OCc1ccccc1)C(=O)OC (centres undefined)
    23	15
> CCOC(=O)C1CCN(C(=O)Nc2ccc(OC)c(OC)c2)CC1
    -9	21
> CCn1c(C(=O)OC)cc2c1ccn2-c1ccc(F)cc1
    -12	20
> CCc1ccc(NC(=O)CN(c2ccc3c(c2)OCO3)S(=O)(=O)c2c(C)noc2C)cc1
    -30	63
> O=C(NCc1cccnc1)/C(=C/c1ccc(-c2cccc(C(F)(F)F)c2)o1)NC(=O)c1ccccc1
    -24	26
> CC(C(=O)O)n1c(C(F)(F)F)nc2ccccc21 (centres undefined)
    -41	33
> C=CCn1c(Cc2ccc(OCC)cc2)nnc1SCC(N)=O
    -20	25
> COc1cccc(Cn2nnc(C(=O)NCc3ccc(F)cc3)c2N)c1
    12	42
> CCCn1c(=N)c(C(=O)NC2CCCC2)cc2c(=O)n3cccc(C)c3nc21
    -108	41
> O=C(N/C=C/c1ccc(Cl)cc1)NCc1ccc(Cl)cc1
    44	17
> C=CCc1c(C)nc(N)[nH]c1=O
    -3	21
> O=C(COC(=O)c1cccs1)NC1CCCCC1
    -19	41
> COc1ccc(/C=C/C(=O)c2c(O)cc(C)oc2=O)c(OC)c1
    34	19
> COc1cccc(N2CCN(C(=O)c3[nH]c(C)c(C(C)=O)c3C)CC2)c1
    17	28
> COC(=O)c1ccc(N(C(=O)CNC(=O)c2ccco2)C(C(=O)NC2CCCC2)c2ccco2)cc1 (centres undefined)
    -35	26
> CCSc1nc2ccc(OC)cc2cc1C#N
    -1	18
> CCS(=O)(=O)N1CCC(C(=O)NCc2ccccc2OC)CC1
    31	14
> Fc1ccccc1-c1nc(-c2ccccc2)no1
    22	13
> CC1CCCN(CCCNC(=O)CCn2nc(-c3ccccc3)ccc2=O)C1 (centres undefined)
    24	16
> O=C(COC(=O)c1ccco1)NCc1cccs1
    -13	22
> COc1ccc(C2/C(=C(/O)c3ccccc3)C(=O)C(=O)N2CCO)cc1 (centres undefined)
    -27	45
> C=C(C)C(=O)Nc1ccc(OC(F)(F)C(F)F)c(NC(=O)C(=C)C)c1
    -13	45
> O=C(NCCc1c[nH]c2ccccc12)Nc1cccc2ccccc12
    13	17
> CCN(CCNC(=O)CS(=O)(=O)Cc1nc(-c2cccc(OC)c2)oc1C)c1ccccc1
    30	13
> COC(=O)c1cc(NCc2cccs2)ccc1N1CCOCC1
    -15	38
> O=C(Cn1c(=O)oc2cc(S(=O)(=O)N3CCc4ccccc43)ccc21)N1CCCCC1
    4	46
> O=C1OCCC1N1C(=O)c2ccccc2S1(=O)=O (centres undefined)
    -105	42
> O=C(NC(=O)c1cccc(F)c1)OC[C@@H]1CCCN2CCCC[C@H]12
    -7	33
> COc1ccc(N2C(=O)CSC2c2cccc(F)c2)c(OC)c1 (centres undefined)
    25	26
> Cc1noc(NS(=O)(=O)c2ccc(NC(=O)c3ccoc3C)cc2)c1C
    -11	21
> Cc1ccc2oc(-c3cccc(NC(=O)c4cc(-n5cnnc5)ccc4Cl)c3)nc2c1
    -86	35
> O=C(c1ccc(Cl)s1)N1CCc2ccccc21
    -54	33
> Cc1cccc(-n2nnc3cnn(C)c3c2=O)c1
    -3	40
> COC(=O)CSc1nnc(Cc2cc(=O)[nH]c(=O)[nH]2)n1-c1cccc(OC)c1
    -20	40
> COc1cc(S(=O)(=O)N2CCCCCC2)ccc1Cl
    4	19
> Cc1ccc(-n2c(SCC(=O)Nc3cc(C)on3)nc3c([nH]c4ccccc43)c2=O)cc1
    54	19
> Cc1cc(C)c(S(=O)(=O)N(CC(=O)N2CCOCC2)C2CCCCC2)c(C)c1
    -55	28
> O=C(Nc1nncs1)c1cccc(S(=O)(=O)N2CCCC2)c1
    25	15
> CCOC(=O)N1CCN(C(=O)C2CCC(CNS(=O)(=O)c3ccccc3)CC2)CC1 (centres undefined)
    -10	23
> COc1ccc(S(=O)(=O)Nc2nncs2)cc1
    -14	23
> COC(=O)c1c(NC(=O)c2cccs2)sc2c1CCC(C)C2 (centres undefined)
    51	16
> CC(C(=O)N1c2ccccc2CCc2ccccc21)n1nnc(-c2ccc(N(C)C)cc2)n1 (centres undefined)
    1	19
> COc1ccc(Cc2nnc(NC(=O)Cn3cnc4c3c(=O)n(C)c(=O)n4C)s2)cc1OC
    -54	60
> COc1ccccc1-c1c(C#N)c(SCC(=O)N2CCCC2)nc(C)c1C(N)=O
    36	28
> CCOC(=O)N1CCC2(CC1)C(C#N)=C(N)Oc1n[nH]c(CSc3ccc(C)cc3)c12
    60	13
> Cc1ccccc1NC(=O)COC(=O)CN1C(=O)NC(C)(C)C1=O
    10	20
> O=C(c1ccccc1NS(=O)(=O)c1cccs1)N1CCCC1
    28	32
> COC(=O)c1ccccc1NC(=O)CSc1nnc(-c2ccoc2C)n1C
    -3	35
> CC(=O)C1=C(C)Nc2ncnn2C1c1ccc(Cl)cc1Cl (centres undefined)
    44	19
> S=C1NC(c2ccccc2)=NCN1c1ccc(Br)cc1
    -7	23

Later entries
Results follow in this order: mHtt clearance	mHtt clearance grain fraction
> O=C(NCCC(=O)N1CCNC1=O)OCc1ccccc1
    -14	36
> COc1cccc(C(c2nnnn2Cc2ccccc2)N2CCN(C(=O)c3ccco3)CC2)c1OC (centres undefined)
    47	10
> COc1ccc(C(C)=O)c(OC(=O)c2ccco2)c1
    -57	68
> Cc1ccccc1C(=O)c1ccc2c(c1)n(C)c(=O)n2C
    -18	40
> CC(=O)Cc1nsc(NC(=O)c2c(-c3ccccc3Cl)noc2C)n1
    67	6.4
> COc1cccc(OCc2nc3ccccc3c(=O)n2N)c1
    -22	25
> Cc1cccc(-c2nnc(SCC#N)n2-c2ccccc2)c1
    -15	35
> COc1ccc(-c2cc(C(F)F)n3ncc(C(=O)N4CCCCC4)c3n2)cc1
    -2	40
> CC(C)NC(=O)CSc1nc2ccccc2n1-c1ccccc1
    -45	27
